# High-throughput results deposited in PubChem by Sanford-Burnham Center for Chemical Genomics.
# hIAP block: human IAP inhibitors, primary screen, biochemical, luminescence, uHTS | purified IAP, CDP-Star luminescence, 30 min | inhibition, % at 10 µM | hit rate 0.12% among 330,000;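 active = inhibition reaching a set limit with compound at 10 µM in the primary screen, cut at about 35% in these data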;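 also: plate controls were DMSO wells with enzyme for no effect and no-enzyme buffer wells for full effect; values of inactives mirror those of a sister screen read the other way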
# HKDC1 inh: HKDC1 hexokinase inhibitors, primary screen, biochemical, fluorescence, uHTS. Q2TB90. recombinant HKDC1, G6PDH/diaphorase resazurin coupled fluorescence. inhibition, % at 20 µM. hit rate 0.16% among 340,000;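 active = inhibition above about 35% when tested at 20 µM, limit read from the data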;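 also: plate controls were DMSO wells with enzyme for no effect and DMSO wells lacking enzyme for full effect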
# Target sequence (Q2TB90 whole entry, looked up): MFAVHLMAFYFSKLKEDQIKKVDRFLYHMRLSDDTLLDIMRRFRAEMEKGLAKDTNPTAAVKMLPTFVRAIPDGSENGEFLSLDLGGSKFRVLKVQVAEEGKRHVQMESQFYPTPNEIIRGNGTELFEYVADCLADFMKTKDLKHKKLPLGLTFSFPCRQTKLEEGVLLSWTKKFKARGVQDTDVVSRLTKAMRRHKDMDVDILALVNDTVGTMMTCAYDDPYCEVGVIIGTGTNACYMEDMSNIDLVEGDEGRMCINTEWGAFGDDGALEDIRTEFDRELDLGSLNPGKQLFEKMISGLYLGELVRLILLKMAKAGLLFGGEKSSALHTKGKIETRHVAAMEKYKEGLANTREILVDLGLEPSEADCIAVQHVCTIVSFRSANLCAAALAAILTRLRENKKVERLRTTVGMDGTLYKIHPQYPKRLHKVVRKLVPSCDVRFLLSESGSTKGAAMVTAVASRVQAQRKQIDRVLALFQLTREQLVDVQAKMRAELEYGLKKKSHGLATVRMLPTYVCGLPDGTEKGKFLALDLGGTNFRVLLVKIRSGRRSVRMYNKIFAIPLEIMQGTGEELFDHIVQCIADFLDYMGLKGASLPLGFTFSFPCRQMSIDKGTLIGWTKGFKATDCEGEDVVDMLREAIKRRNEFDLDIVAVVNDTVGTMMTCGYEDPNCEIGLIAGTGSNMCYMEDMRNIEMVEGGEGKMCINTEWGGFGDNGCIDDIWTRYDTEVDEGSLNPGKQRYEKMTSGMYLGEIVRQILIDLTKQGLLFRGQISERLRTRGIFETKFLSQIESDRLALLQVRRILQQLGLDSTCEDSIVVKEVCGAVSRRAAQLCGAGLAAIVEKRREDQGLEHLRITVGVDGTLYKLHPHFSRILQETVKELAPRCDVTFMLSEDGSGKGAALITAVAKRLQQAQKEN
#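 Test system: Recombinant HKDC1 (HK5) hexokinase enzyme, produced in-house | Input: HKDC1 at 5 µg/mL | Buffer or medium: Tris pH 8.0 buffer with MgCl2, Tween-20, BSA, BME | Schedule: 90 min reaction incubation at room temperature, dark | Technique: Resazurin-to-resorufin fluorescence via G6PDH and diaphorase coupling, 525/613 nm | Controls: DMSO wells with and without enzyme mix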
# APOBEC3A inh: APOBEC3A ssDNA deaminase inhibitors, primary screen, selectivity assay for APOBEC3G inhibitor project, biochemical, FAM/TAMRA oligo cleavage fluorescence | AID 493011, 2011 | DNA dC->dU-editing enzyme APOBEC-3A (Homo sapiens), P31941 | recombinant A3A, FAM/TAMRA ssDNA deamination fluorescence | inhibition, % at 20 µM | hit rate 0.41% among 330,000;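 active = at least 40% inhibition at 20 µM here, with at most 30% in a related deaminase screen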;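 also: plate controls were A3A with DMSO for no effect and wells lacking A3A enzyme for full effect; some results filed as inactive read as strong as hits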
# Target sequence (P31941 whole entry, looked up): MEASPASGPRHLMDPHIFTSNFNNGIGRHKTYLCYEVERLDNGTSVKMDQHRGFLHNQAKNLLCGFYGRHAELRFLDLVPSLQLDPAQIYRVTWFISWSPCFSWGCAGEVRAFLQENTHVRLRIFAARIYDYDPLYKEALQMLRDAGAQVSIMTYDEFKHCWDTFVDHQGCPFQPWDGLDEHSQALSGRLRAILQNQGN
# mIAP block: inhibitors of mouse IAP, primary screen, biochemical, luminescence, uHTS; intestinal alkaline phosphatase [Mus musculus]; purified mouse IAP, CDP-Star luminescence, 30 min; inhibition, % at 10 µM; hit rate 0.2% among 330,000; AID 2806, 2010;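 active = inhibition of at least 40% at 10 µM in the primary screen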;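 also: plate controls were DMSO with enzyme for no effect and no enzyme wells for full effect; values of inactives mirror those of a sister screen read the other way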
# PfG6PD inh: PfG6PD enzyme inhibitors, primary screen, biochemical, fluorescence intensity, uHTS; glucose-6-phosphate dehydrogenase-6-phosphogluconolactonase (Plasmodium falciparum 3D7); PfGluPho enzyme, NADPH resazurin-diaphorase fluorescence; inhibition, % at 20 µM; hit rate 0.78% among 350,000;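 active = inhibition reaching at least a set limit at 20 µM in the primary screen, cut at about 59% in these data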;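 also: 0% = DMSO wells with substrate and 100% = DMSO wells lacking glucose-6-phosphate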
# mIAP activ: activators of mouse IAP, primary screen, biochemical, luminescence, uHTS | activation factor at 10 µM | muIAP, CDP-Star luminescence, 30 min; active compounds read high; 1 = vehicle-only enzyme signal, 0 = enzyme-free wells | intestinal alkaline phosphatase [Mus musculus] | hit rate 0.24% among 330,000;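 active = activation factor of at least 2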; also: the source names both 10 and 20 µM as test concentration; values of inactives mirror those of a sister screen read the other way
#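 Assay system: mouse IAP enzyme; reagent: chemiluminescent substrate CDP-Star; dosing: test compounds delivered from DMSO solution; schedule: 30 min at room temperature; measured by: luminescence from enzymatic CDP-Star hydrolysis; controls: DMSO-only wells and no-enzyme negative control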
# hIAP act: human IAP activators, primary screen, biochemical, luminescence, uHTS. AID 2524, 2010. purified human IAP, CDP-Star luminescence, 30 min; active compounds read high; 1 = vehicle-only enzyme, 0 = enzyme-free background. hit rate 0.16% among 330,000. activation factor at 10 µM. Intestinal-type alkaline phosphatase (Homo sapiens), P09923;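 active = activation factor of the enzyme at least 2-fold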; also: the source names both 10 and 20 µM as test concentration; values of inactives mirror those of a sister screen read the other way
# ATG4B inh: ATG4B protease inhibitors, primary screen, biochemical, fluorescence, uHTS | Cysteine protease ATG4B (Homo sapiens), Q9Y4P1 | ATG4B cleavage of LC3-PLA2, NBD-HPC fluorescence, 1 h | inhibition, % at 8.33 µM | hit rate 0.51% among 340,000 | AID 504462, 2011; in the data active = inhibition above about 40%
# * hit, by the source's call; · = no result given.
SMILES,hIAP block,HKDC1 inh,APOBEC3A inh,mIAP block,PfG6PD inh,mIAP activ,hIAP act,ATG4B inh
COc1ccc(Nc2nc(-c3cccs3)nc3ccccc23)cc1S(=O)(=O)N1CCOCC1,9,3,-3,5,31,0.95,0.91,-22
CCN(CC)c1ccc(/C=N/N=C(c2ccccc2)c2ccccc2)c(O)c1,9,-4,-4,9,-4,0.91,0.91,8
CCN(CCCNC(=O)C1CCN(S(=O)(=O)c2cnc[nH]2)CC1)c1cccc(C)c1,-12,7,-3,4,6,0.96,1.1,4
COc1cccc(N/C(SC)=C(/C#N)C(N)=O)c1,-6,7,-3,-4,12,1,1.1,-11
Cc1ccc(Cl)cc1NC(=O)CN1C(=O)NC2(CCCCCC2)C1=O,7,-3,-2,11,-4,0.89,0.93,-17
CC1CCCCN1CCCNc1ccc(C(CC(N)=O)NC(=O)Cc2cccc3ccccc23)cc1[N+](=O)[O-] (configuration not stated),9,3,2,10,7,0.9,0.91,-9
COc1ccc(C2=NO[C@H]3C[C@](C(=O)NC(C)C)(S(=O)(=O)c4ccccc4)C[C@@H]23)cc1,-18,11,2,0,13,0.99,1.2,-12
CCCN(Cc1nnc(-c2cccs2)o1)C(=O)CN1C(=O)NC2(CCCCC2C)C1=O (configuration not stated),-3,0,0,-8,-2,1.1,1,2
Cc1ccccc1OCCC(=O)N1CCN(S(=O)(=O)c2ccc(Br)cc2)CC1,6,5,4,2,-1,0.98,0.94,2
C[C@H](CO)N1C[C@H](C)[C@H](CN(C)S(=O)(=O)c2ccccc2)Oc2ccc(NC(=O)NC3CCCCC3)cc2CC1=O,0,-4,1,-171,7,2.7*,1,16
Cc1cccc(N(Cc2cc(=O)[nH]c3ccccc23)C(=O)C(C)C)c1,-17,-3,-5,-13,-14,1.1,1.2,-6
COCC(C)NC(=S)N1CCN(c2ccccc2Cl)CC1 (configuration not stated),-15,13,-3,-5,-1,1.1,1.1,1
COc1cc(C(=O)NCCCNc2nc3cc(C)c(C)cc3cc2C#N)cc(OC)c1OC,-23,-4,0,-30,20,1.3,1.2,-6
O=c1oc2cc(O)ccc2cc1-c1ccccc1,-2,6,-5,3,-36,0.97,1,4
CCCCSC(=S)N(C)C1CCS(=O)(=O)C1 (configuration not stated),-6,1,0,-2,-5,1,1.1,4
COCC(C)n1c(C)cc(C(=O)COc2ccc(C)nc2[N+](=O)[O-])c1C (configuration not stated),-4,2,0,8,-6,0.92,1,4
CCN(CC)S(=O)(=O)c1ccc2c(c1)c(=O)c(C(=O)NCc1ccco1)cn2C,-25,1,0,9,-8,0.91,1.2,-9
NNC(=O)c1ccc(NS(=O)(=O)c2ccc(Br)cc2)cc1,-19,·,-3,-4,·,1,1.2,·
N#Cc1nc(-c2ccccc2)oc1NCC1CCCO1 (configuration not stated),10,-8,-1,-5,6,1,0.9,-6
O=C(/C(=C(/[O-])c1ccccc1)[n+]1ccccc1)c1ccc([N+](=O)[O-])cc1,15,-9,5,0,11,0.99,0.85,15
CC(C)n1ncc(C(N)=O)c1N,-7,0,3,6,-2,0.94,1.1,-5
COc1ccccc1C1=NN(C(=O)c2ccccc2)C(c2ccc(Br)cc2)C1 (configuration not stated),6,-4,-6,12,3,0.88,0.94,-3
CC1C(=O)Nc2ccc(S(=O)(=O)N3CCN(c4ccccc4F)CC3)cc2NC1=O (configuration not stated),2,0,-4,3,9,0.97,0.98,-9
CCCN(CCc1ccccc1)C1CCc2c(O)cccc2C1 (configuration not stated),22,1,-4,-3,8,1,0.78,-2
O=C1CCC2(C(=O)O)Sc3ccccc3N12 (configuration not stated),-10,-6,-4,-4,2,1,1.1,-3
Cc1[nH]oc(=O)c1N=Nc1ccc2[nH]c(=O)[nH]c2c1,-18,14,-3,4,15,0.95,1.2,0
Cc1ccc(S(=O)(=O)N(C)CC(=O)NCCCn2ccnc2)cc1,4,-7,2,7,2,0.93,0.96,-8
COc1ccc(N=C2C(=Nc3ccc(OC)cc3)N(c3ccc(N(C)C)cc3)C(=S)N2c2ccc(OC)cc2)cc1,-3,14,-1,20,4,0.81,1,8
Cc1cc(NC(=O)Nc2ccccc2F)ccc1Br,-5,2,-2,-205,-4,3.1*,1.1,-2
Cn1c(=O)c2c(-c3ccccc3)n3c4ccccc4ncc3c2n(C)c1=O,6,·,0,-3,·,1,0.94,·
COCc1nnc(NC(=O)c2c(-c3c(Cl)cccc3Cl)noc2C)s1,3,-4,1,-2,3,1,0.97,0
Cc1ccc(S(=O)(=O)N2CC(=NO)C2)cc1,-44,2,0,8,16,0.92,1.4,0
Cc1nn(C)c(C)c1S(=O)(=O)N1CCC(C(=O)NC2CCCc3ccccc32)CC1 (configuration not stated),9,-5,2,-4,6,1,0.91,-3
CCN(CC)S(=O)(=O)c1ccc(Cl)c(C(=O)Oc2cccnc2)c1,10,2,-2,4,-6,0.96,0.9,8
CNC(=S)N(CCN(C)C)Cc1cc2cc3c(cc2[nH]c1=O)OCO3,11,-7,1,4,-1,0.96,0.89,-2
O=C(Nc1ccc(N2CCOCC2)cc1)c1cc(F)c(F)cc1Cl,-1,2,0,6,-4,0.94,1,2
CCN(CC)CCN(C(=O)C1CCCCC1)c1nc2cc3c(cc2s1)OCO3,4,2,-3,3,11,0.97,0.96,9
COc1ccc(Br)c(C(=O)NCC2CCCCC2)c1,-9,-5,-2,1,-3,0.99,1.1,1
CC1(C)CC(=O)C(CC(=O)NC(=O)NCc2ccccc2)=C(O)C1,1,-3,-5,-2,3,1,0.99,-8
COc1ccc2ccccc2c1/C=N/N1C(=O)CSC1=S,8,-4,-3,33,10,0.67,0.92,-6

# Only mIAP block and PfG6PD inh, for some of the entries so far:
SMILES | mIAP block | PfG6PD inh
CC1C(=O)Nc2ccc(S(=O)(=O)N3CCN(c4ccccc4F)CC3)cc2NC1=O (configuration not stated) | 3 | 9
CCCN(CCc1ccccc1)C1CCc2c(O)cccc2C1 (configuration not stated) | -3 | 8
O=C1CCC2(C(=O)O)Sc3ccccc3N12 (configuration not stated) | -4 | 2
Cc1[nH]oc(=O)c1N=Nc1ccc2[nH]c(=O)[nH]c2c1 | 4 | 15

# More results
SMILES,hIAP block,HKDC1 inh,APOBEC3A inh,mIAP block,PfG6PD inh,mIAP activ,hIAP act,ATG4B inh
CCC(CC)C(=O)N=C1SC2CS(=O)(=O)CC2N1CCc1ccc(OC)cc1 (configuration not stated),20,-2,2,6,12,0.94,0.81,-5
COc1ccc(OC)c(NC(=O)CCN2CCN(Cc3ccccc3)CC2)c1,1,-5,4,2,4,0.98,0.99,-2
CN(Cc1cn(-c2ccccc2)nc1-c1ccc2c(c1)OCO2)Cc1nccn1C,-10,-4,0,1,4,0.99,1.1,-9
CCNC(=O)CN(c1ccc(OC)c(OC)c1)S(=O)(=O)c1ccccc1,0,-3,-2,2,-6,0.98,1,-10
Cn1c(CN2CCCC2)c(C#N)c2ccccc21,8,-12,-3,6,-15,0.94,0.92,-3
COc1ccccc1NC(=O)Nc1c(C)n(C)n(-c2ccccc2)c1=O,10,-4,-2,5,-17,0.95,0.9,-1
C/C(=N\NC(=O)Cc1ccc(Cl)cc1)c1ccccc1O,-3,-12,-4,12,-20,0.88,1,0
Oc1ccc2ccc3cccc[n+]3c2c1,-15,6,26,13,20,0.87,1.1,-44
COC(=O)c1ccc(N2CCN(S(=O)(=O)c3ccc4ccccc4c3)CC2)c([N+](=O)[O-])c1,5,1,0,10,-10,0.9,0.95,-14
COc1cc(C(=O)OCC(=O)Nc2sccc2C(N)=O)cc(OC)c1OC,-14,-12,1,-6,13,1.1,1.1,-19
CN1CCN(S(=O)(=O)c2cccc(C(=O)NC3CCCC3)c2)CC1,14,1,1,8,-2,0.92,0.86,-1
O=C(NCCNc1cc(Cl)ccc1[N+](=O)[O-])c1ccco1,-14,-8,0,7,11,0.93,1.1,-6
CC(C)CNC(=O)c1cc(-c2ccc(Br)cc2)on1,-8,-3,2,7,-3,0.93,1.1,0
O=C1c2ccccc2NC(c2cn[nH]c2-c2ccccc2)N1O (configuration not stated),-4,-14,0,-3,-5,1,1,-2
C=CCn1nc2n(c1=O)-c1ccccc1SC2,-12,3,-1,-2,-23,1,1.1,18
CNC(=S)N1CCN(C(=O)C2CCCO2)CC1 (configuration not stated),-11,-7,-1,-13,10,1.1,1.1,-4
O=C(NCCc1ccccc1)c1ccc2c(c1)N(Cc1ccccc1)CCS2,-9,8,-3,-24,14,1.2,1.1,4
C=CCNC(=O)c1ccc(CN2CCC(Cc3ccccc3)CC2)cc1,-32,3,1,5,-18,0.95,1.3,7
COc1ccc(Cl)cc1NC(=S)N(Cc1ccccc1C)CC1CCC(C(=O)O)CC1 (configuration not stated),0,3,-2,18,-34,0.82,1,2
O=C(CSCCO)N1CCc2ccccc21,-4,-3,0,9,-11,0.91,1,-1
COC(=O)c1ccc2c(C)c(C3(O)CCCCC3)[nH]c2c1,-17,-3,0,-3,16,1,1.2,-10
Cc1ccc(S(=O)(=O)N2CCCC2CNC(=O)C(=O)NCc2ccccn2)cc1 (configuration not stated),-22,3,-2,-6,2,1.1,1.2,-1
CN1C(CC(=O)Nc2ccc(Cl)cc2Cl)c2ccccc2CC1(C)C (configuration not stated),20,1,-3,-1,20,1,0.8,-5
COc1ccc(OC)c(NC(=O)c2ccc(Cl)cc2)c1,9,-5,2,-8,2,1.1,0.91,-3
Cc1cc(NC(=O)c2cc(-c3cccc(Cl)c3)on2)no1,12,-7,4,2,0,0.98,0.89,1
N#CC(c1ccccc1O)N1N=C(c2ccccc2)CC1c1ccccc1 (configuration not stated),6,-2,-1,8,16,0.92,0.94,3
Cc1ccc(N(CC(N)=O)C2SC(=O)N(Cc3cccc(C(=O)O)c3)C2=O)cc1 (configuration not stated),-2,-9,-2,9,-11,0.91,1,13
O=C(NCCCN1CCOCC1)c1ccc(CS(=O)(=O)c2c(Cl)cccc2Cl)o1,-9,7,2,-6,-30,1.1,1.1,1
Cc1ccc(F)cc1NC(=O)c1ccc2c(c1)OCO2,-6,-5,2,-6,8,1.1,1.1,-1
COC(=O)c1ccc(C(=O)OC)c(NC(=O)CN2CCC(C)CC2)c1,7,-1,-4,7,-5,0.93,0.93,-2
O=C(Nc1c(C(=O)O)oc2ccc(Br)cc12)c1ccccc1,0,7,-1,5,-26,0.95,1,48*
Cc1ccccc1[C@@H]1C(C#N)=C(N)S[C@H]1C(=O)c1ccccc1,-12,2,-1,-4,23,1,1.1,-19
COc1cc(CNc2nc(C)c([N+](=O)[O-])c(C)c2C#N)cc(OC)c1,13,-6,-1,14,-9,0.86,0.87,0
COCC(C)n1c(C)cc(C(=O)CSc2nnnn2-c2ccc(O)cc2)c1C (configuration not stated),10,-6,-1,3,-8,0.97,0.9,6
